Shiga toxin inh: A qHTS for Small Molecule Inhibitors of Shiga Toxin. Vero cells, Shiga toxin protein synthesis inhibition reporter. inhibition, % at 38.7 µM. hit rate 9.2% among 290,000; in the data active means inhibition mostly above about 28%, no sharp cut-off; inactive means mostly below about 43%; further: 0% is about no effect
LmPK inhibitor: qHTS Assay for Inhibitors of Leishmania Mexicana Pyruvate Kinase (LmPK). Q27686. purified LmPK, Kinase-Glo ATP luminescence, 1 h. Potency, µM (top dose mostly 57.5 µM), for inactives: at the top dose activity change, negative = inhibition, usual class: inhibitors. hit rate 0.37% among 290,000; further: potency means the concentration at half of the fitted maximal effect; on the % scale 0 is the no-effect control and ±100 the full control effect
Target sequence (Q27686 whole entry, looked up): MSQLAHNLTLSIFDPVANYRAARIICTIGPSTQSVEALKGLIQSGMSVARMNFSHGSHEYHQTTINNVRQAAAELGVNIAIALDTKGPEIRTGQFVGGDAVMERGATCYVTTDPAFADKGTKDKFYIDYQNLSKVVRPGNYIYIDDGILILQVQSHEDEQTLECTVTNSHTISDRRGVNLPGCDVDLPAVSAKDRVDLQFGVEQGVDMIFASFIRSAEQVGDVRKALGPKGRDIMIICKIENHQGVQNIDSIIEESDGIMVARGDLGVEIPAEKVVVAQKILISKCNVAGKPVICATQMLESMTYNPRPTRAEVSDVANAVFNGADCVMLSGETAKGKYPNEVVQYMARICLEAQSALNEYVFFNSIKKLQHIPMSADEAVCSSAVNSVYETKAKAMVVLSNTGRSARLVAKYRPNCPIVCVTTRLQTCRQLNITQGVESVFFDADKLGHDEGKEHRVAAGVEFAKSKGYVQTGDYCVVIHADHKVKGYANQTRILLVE
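qHTS format; LmPK 0.1 nM; substrates PEP 0.5 mM and ADP 0.1 mM. One-hour room-temperature incubation, then coupled luciferase luminescence; 0.5 nM enzyme wells mark activation.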
Pf growth 96h: Primary qHTS for delayed death inhibitors of the malarial parasite plastid, 96 hour incubation. hit rate 6.9% among 320,000. P. falciparum luciferase reporter growth, 96 h. AID 504834, 2011. Potency, µM (series often up to 28.7 µM), for the others: at the highest dose activity change, negative = inhibition, usual class: inhibitors; further: potency means the concentration at half of the fitted maximal effect; on the % scale 0 is the no-effect control and ±100 the full control effect
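Erythrocytes infected with luciferase-expressing P. falciparum were dispensed at 2% hematocrit and 0.05% parasitemia (final), then incubated with compounds 96 hours at 37 C in 5% CO2. Luminescence after detection reagent addition reported growth.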
CHX counter: Cycloheximide Counterscreen for Small Molecule Inhibitors of Shiga Toxin. cell reporter, cycloheximide protein synthesis inhibition counterscreen. max response, %. AID 2314, 2010. hit rate 12% among 300,000; in the data active means max response mostly above about 13%, no sharp cut-off; inactive means mostly below about 14%; further: read at 38.3 µM for the half of the compounds with a filed dose; 0% is about no effect
Pf growth 48h: Primary qHTS for delayed death inhibitors of the malarial parasite plastid, 48 hour incubation | P. falciparum luciferase growth in erythrocytes, 48 h | Potency, µM (doses to about 28.7 µM), without a hit: top-dose activity change, negative = inhibition, most hits filed as inhibitors | hit rate 5.9% among 310,000 | AID 504832, 2011; further: potency means the concentration at half of the fitted maximal effect; on the % scale 0 is the no-effect control and ±100 the full control effect
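Here the parasites carry a stable luciferase gene and grow inside erythrocytes in Albumax-based RPMI medium with compound for one erythrocytic cycle. Activity is scored as loss of luminescent signal.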
TbPYK inhibitor: qHTS of Trypanosoma Brucei Inhibitors; TbPYK enzyme, Kinase-Glo Plus ATP luminescence, 45 min; Potency, µM (highest dose often 76.8 µM), inactives show top-dose activity, negative = inhibition, actives largely listed as inhibitors; hit rate 0.12% among 410,000; AID 624173, 2012; further: potency means the concentration at half of the fitted maximal effect; on the % scale 0 is the no-effect control and ±100 the full control effect; nearly all actives have a fitted effect of over 50% in size
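Screened from lowest to highest concentration, compounds were pinned into TbPYK/substrate mixtures, and ADP (130 uM final) was added. Plates sat at room temperature for 45 min prior to Kinase-Glo Plus detection by luminescence.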
AmpC no deterg: qHTS Inhibitors of AmpC Beta-Lactamase (assay without detergent); AID 485341, 2010; Potency, µM (doses to about 57.1 µM), inactives show at the highest dose activity change, negative = inhibition, usual class: inhibitors; P00811; hit rate 0.52% among 330,000; AmpC nitrocefin hydrolysis, absorbance 480 nm, 0.0001% Triton;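 further: potency means the concentration at half of the fitted maximal effect; plate controls were no compound for no effect and no enzyme for full effect; nearly all actives have a fitted effect of over 20% in size; some results filed as inactive show a strong effect at the top dose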
Target sequence (P00811 whole entry, looked up): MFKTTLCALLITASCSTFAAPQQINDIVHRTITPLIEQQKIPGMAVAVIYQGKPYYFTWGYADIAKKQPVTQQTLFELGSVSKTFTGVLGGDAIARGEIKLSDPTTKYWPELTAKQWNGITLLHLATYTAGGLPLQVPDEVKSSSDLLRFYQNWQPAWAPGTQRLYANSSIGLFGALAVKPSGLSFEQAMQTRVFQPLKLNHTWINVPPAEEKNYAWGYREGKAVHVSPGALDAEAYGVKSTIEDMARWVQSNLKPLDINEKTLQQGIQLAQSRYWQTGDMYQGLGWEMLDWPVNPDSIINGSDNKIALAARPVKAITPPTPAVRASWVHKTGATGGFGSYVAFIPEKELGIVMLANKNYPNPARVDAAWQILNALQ
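AmpC (5.3 nM in the dispensed reagent) in 20 mM phosphate pH 7.0 with 0.01% (detergent screen) or 0.0001% Triton X-100 was preincubated with compounds for 15 min at room temperature. Nitrocefin was then added from an 800 uM solution, and hydrolysis was followed at 480 nm.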
Numbers without * were called inactive; i = inactive; ? = inconclusive; · = not tested or not shown; [ ] = another dose, or the depositor's remark. Unless noted, the call rests on the fitted dose curve; in most records, active means well fitted curve in the direction sought with a large enough effect; inconclusive means small, poorly fitted or top-dose-only effect, or another doubt; inactive means no such curve, though single readings can be large; an effect the other way counts as inactive or inconclusive.

SMILES | Shiga toxin inh | LmPK inhibitor | Pf growth 96h | CHX counter | Pf growth 48h | TbPYK inhibitor | AmpC no deterg
COc1ccc(/C=C2/SC(=O)N(CCNC(=O)C3CCCN3C(=O)c3cccs3)C2=O)cc1 (centres undefined) | 63* | 1% | ? | 32* | ? | -4% | 98%[activator]
Cn1c(SCc2cc(=O)[nH]c(C(C)(C)C)n2)nnc1C(F)(F)F | -10 | 4% | -2% | -1 | 0% | 2% | 0%
CCN1CCN(S(=O)(=O)c2ccc(Cl)c(C(=O)N(CC)CC(=O)Nc3ccc(OC)cc3)c2)CC1 | -7 | -11% | 13µM* | -4 | -13% | 0% | -14%
Cc1cc(NS(=O)(=O)c2ccc(NC(=O)c3cc4ccccc4o3)cc2)no1 | -3 | -1% | 10% | -3 | · | · | -25%
O=S(=O)(c1ccc2c(c1)OCCO2)N1CCN(S(=O)(=O)c2ccc3c(c2)OCCO3)CC1 | -4 | · | ? | -6 | ? | · | -8%
COc1ccc(CC(=O)Nc2nccs2)cc1OC | -11 | -1% | 18% | -6 | ? | -5% | -14%
CCOc1ccc(CCNC(=O)C2CCN(c3ccc(N4CCOCC4)nn3)CC2)cc1OCC | 21 | 3% | ? | 6 | ? | -1% | 65%[activator]
FC(F)Sc1nnc(-c2cccs2)n1-c1ccccc1 | -9 | 1% | ? | -1 | -10% | -1% | -25%
Cc1cc(NC(=O)CSc2nc3ccccc3c(=O)n2C(C)c2ccccc2)no1 (centres undefined) | -6 | 10% | 12µM* | -4 | · | -5% | -25%
O=C(Nc1cccnc1)c1cc(S(=O)(=O)N2CCCCC2)c(Cl)cc1Cl | -14 | 9% | 10% | -3 | 18% | -1% | -8%
COc1ccc(CN2C(=O)C(O)(CC(=O)c3ccc4c(c3)OCO4)c3ccccc32)cc1OC (centres undefined) | -12 | 0% | 5.9µM* | -2 | · | 9% | 16%
CC1(C)Oc2ccc3ccc(=O)oc3c2[C@H](O)[C@H]1O | · | · | 50%[activator] | · | 8% | 3% | -3%
CCOc1ccccc1N1CC(C(=O)Nc2nccs2)CC1=O (centres undefined) | 14 | 1% | ? | -6 | 4% | 2% | -16%
CC(C)(C)c1ccc2c(c1)C(c1ccc3c(c1)OCO3)CC(=O)O2 (centres undefined) | i | · | · | -3 | · | -10% | -27%
Cc1ccc(C)c(-n2c(SCC(=O)NCC3CCCO3)nnc2-c2ccoc2C)c1 (centres undefined) | -15 | 7% | 28% | -3 | · | -11% | 98%[activator]
CCOc1cc(C)c(Cl)cc1S(=O)(=O)NCC1CCCO1 (centres undefined) | -9 | -1% | 22% | -2 | -5% | -13% | 15%
CC(C)(C)c1cc(C(=O)N/N=C/c2ccc(-c3ccccc3[N+](=O)[O-])o2)n[nH]1 | 45 | 11% | 10µM* | 26* | 12µM* | -15% | -50%
CCn1cc(/C=C(\NC(=O)c2ccccc2F)C(=O)N2CCCC2)c2ccccc21 | -9 | -4% | ? | -5 | -24% | -2% | 99%[activator]
Cn1c(Cc2ccccc2)nnc1SCC(=O)N1CCOCC1 | 2 | -13% | · | 1 | 2% | -1% | -11%
COC(=O)C1=C(c2ccc(C(C)=O)cc2)C[C@@H]2CC[C@H]1N2C(=O)NC1Cc2ccccc2C1 | · | · | -26% | · | ? | ? | 26%
COc1ccc(-c2nc(-c3cccc(C)c3)[nH]c(=O)c2C#N)cc1 | -29 | 6% | -11% | -2 | 35%[activator] | 6% | -13%
O=C(O)Cc1sc(Nc2ccc(F)cc2)nc1-c1cccs1 | 60* | 0% | 76%[activator] | 30* | 59%[activator] | ? | -56%
O=[N+]([O-])c1cccc(Cl)c1NCCNS(=O)(=O)c1ccc(Cl)cc1 | -8 | 4% | ? | -4 | -17% | -2% | -28%
COc1cccc(N2CCN(C(=O)CC(C)(C)CC3=NS(=O)(=O)c4ccccc4N3)CC2)c1 | -13 | 0% | ? | -1 | ? | 2% | 53%
COc1ccc(N2CCN(C(=O)c3sc4ncn(CC(=O)N5CCCCC5)c(=O)c4c3C)CC2)cc1 | 5 | 7% | ? | -8 | -19% | 1% | 103%[activator]
CC(=O)N(C(C)=O)c1ncnc2c1c(-c1ccc(Cl)cc1)nn2C(C)(C)C | -4 | -1% | ? | -2 | ? | -7% | 63%[activator]
Cn1c(=O)[nH]c(=O)c2c1nc(CN1CCN(c3cccc(Cl)c3)CC1)n2CCCc1ccccc1 | -6 | 3% | 13% | -2 | 9.3µM* | -7% | 11%
Cc1ccc(C)n1-c1ccc(NC(=O)c2ccccc2)cc1 | 32* | 3% | 12µM* | 7 | ? | -6% | -48%
CCOC(=O)c1c(/N=C/C2C(=O)CCCC2=O)sc2c1CCCC2 | 8 | 1% | ? | -1 | 30%[1.15 µM] | -5% | 10%
CC(OC(=O)Cn1[nH]c(=O)c2ccccc2c1=O)C(=O)Nc1cccc(Cl)c1 (centres undefined) | · | · | 43%[activator] | · | -17% | -2% | 1%
Cc1nn(C)c(C)c1NC(=O)CSc1nc(C2CC2)nc2c1cnn2-c1ccccc1 | -13 | 2% | 3% | -1 | 35%[activator] | 3% | 4%
Cc1ccc(C)c(NC(=O)CN(C)C(=O)c2ccc3c(=O)n4c(nc3c2)CCC4)c1 | · | · | -24% | · | ? | 3% | -10%
Cc1nc2sc(C(c3ccco3)N3CCN(C(c4ccccc4)c4ccccc4)CC3)c(O)n2n1 (centres undefined) | -7 | -5% | ? | 4 | 1.7µM* | -8% | 134%[activator]
CCCn1c(N)c(C(=O)CSc2nnc(-c3ccco3)n2Cc2ccccc2)c(=O)[nH]c1=O | 25 | 0% | 0% | 1 | ? | -10% | -31%
O=C(Nc1ccc2c(c1)OCCO2)c1ccc2nccnc2c1 | 35 | ? | · | 33* | 127%[activator] | -10% | -12%
Nn1cc(-c2ccccc2)nc1SCC(=O)N1CCN(S(=O)(=O)c2ccccc2)CC1 | 6 | -4% | -7% | 9 | ? | -2% | 41%
COC(=O)C1=C(C)Nc2ccc(C)cc2S1 | 47 | 2% | ? | 24* | · | -14% | -5%
Cc1ccc2nc(CSc3nnc(Nc4ccccc4C)s3)cc(=O)n2c1 | -6 | -7% | ? | -1 | ? | -1% | -22%
Cc1c(NC(=O)c2cccc(-c3cc4ccccc4oc3=O)c2)cccc1-c1nc2ncccc2o1 | 1 | 2% | ? | 1 | ? | 3% | -32%
Cc1ccc(S(=O)(=O)N(C)c2ccc(C(=O)N(CC(C)C)C3CCS(=O)(=O)C3)cc2)cc1 (centres undefined) | · | · | ? | · | ? | -7% | 108%[activator]
COC(=O)c1cccc(C23CC4(C2)[C@H](CN(Cc2ccc(C(F)(F)F)cc2)[C@@H]4c2ccccc2)C3c2ccccc2)c1 (some centres undefined) | -6 | 0% | ? | -4 | ? | 0% | -7%
CC(O)CSc1nc2c(c(=O)[nH]c(=O)n2C)n1Cc1ccccc1 (centres undefined) | -4 | 1% | ? | -3 | -28% | -3% | -8%
Cn1c(SCc2nc3ccccc3[nH]2)nnc1-c1ccccn1 | 4 | -1% | -5% | 12 | 0% | 0% | ·
COc1ccnc(Oc2ccccc2)c1C(=O)N/C=N/OCc1ccccc1F | -5 | 8% | -13% | -2 | 27% | -2% | 78%[activator]
COc1ccc2cc(C(=O)N3CCN(c4cccc(C)c4C)CC3)[nH]c2c1 | 6 | 1% | ? | 3 | ? | -6% | -15%
CN(Cc1ccccc1)Cc1nc2c(c(=O)n(C)c(=O)n2C)n1CCCc1ccccc1 | -4 | 5% | 10µM* | -2 | -19% | 5% | -1%
CCNC(=O)OCCC12CC3CC(CC(C3)C1)C2 | -4 | -4% | ? | -1 | 5% | 0% | -4%
O=C(NCCc1nnc2ccc(NCc3ccccc3Cl)nn12)c1ccccc1 | 22 | 6%[11.5 µM] | ? | 3 | ? | -4% | 3%
COC(=O)c1cn(NC(=O)Cn2nc([N+](=O)[O-])c(Cl)c2C)c(=O)c2ccccc12 | 3 | 3% | -4% | -4 | 9% | 5% | -8%
C=CCN1C(=O)C(Cc2ccc(F)cc2)S/C1=N/N=C/c1cccs1 (centres undefined) | -9 | 4% | · | -3 | 0% | 1% | -37%

Rewritten in markdown: entries from further up.
| canonical_smiles | Shiga toxin inh | LmPK inhibitor | Pf growth 96h | CHX counter | Pf growth 48h | TbPYK inhibitor | AmpC no deterg |
| --- | --- | --- | --- | --- | --- | --- | --- |
| COc1ccnc(Oc2ccccc2)c1C(=O)N/C=N/OCc1ccccc1F | -5 | 8% | -13% | -2 | 27% | -2% | 78%[activator] |
| COC(=O)c1cccc(C23CC4(C2)[C@H](CN(Cc2ccc(C(F)(F)F)cc2)[C@@H]4c2ccccc2)C3c2ccccc2)c1 (some centres undefined) | -6 | 0% | ? | -4 | ? | 0% | -7% |
| CC(O)CSc1nc2c(c(=O)[nH]c(=O)n2C)n1Cc1ccccc1 (centres undefined) | -4 | 1% | ? | -3 | -28% | -3% | -8% |
| COc1ccc2cc(C(=O)N3CCN(c4cccc(C)c4C)CC3)[nH]c2c1 | 6 | 1% | ? | 3 | ? | -6% | -15% |
| O=C(NCCc1nnc2ccc(NCc3ccccc3Cl)nn12)c1ccccc1 | 22 | 6%[11.5 µM] | ? | 3 | ? | -4% | 3% |

Next section.
SMILES | Shiga toxin inh | LmPK inhibitor | Pf growth 96h | CHX counter | Pf growth 48h | TbPYK inhibitor | AmpC no deterg
O=C(O)CSCC(=O)NCc1ccc(Cl)cc1Cl | -3 | 1% | -20% | -3 | 6% | 0% | -19%
Cc1ccnc(SCC(=O)c2cccc([N+](=O)[O-])c2)n1 | -1 | 1% | ? | 6 | 42%[activator] | -17% | -29%
CCC(=O)Nc1ccc(S(=O)(=O)Nc2c(C)nc3nc[nH]n3c2=O)cc1 | 3 | -4% | 10µM* | -10 | -6% | -4% | -5%
O=c1nc2c(-c3cccc(Br)c3)n[nH]n2c2ccccc12 | -4 | 2% | 100%[activator] | 14 | 41%[activator] | -7% | -18%
CCc1ccc(-n2nc3cc(C)c(N)cc3n2)cc1 | 142* | -5% | 13µM* | 57* | 184%[activator] | -22% | -16%
Cc1ccccc1OCCn1c(=O)oc2ccccc21 | 9 | -4% | -20% | -3 | ? | 3% | -4%
CCOC(=O)C(O)(c1ccc(NC(=O)c2ccco2)c(OC)c1)C(F)(F)F (centres undefined) | 51 | 5% | · | 9 | 0% | 0% | -14%
COc1ccc(Cl)cc1NC(=O)CN(C)C(=O)c1ccc(COc2ccccc2)cc1 | · | · | ? | · | ? | -3% | ?
Cn1c(SCC(=O)O)nc2sc3c(c2c1=O)CCC3 | -8 | -1% | ? | -2 | -2% | 3% | -21%
CCN(CC)CCNC(=O)c1ccc(NC(=O)c2ccc(F)cc2)cc1 | -4 | 5% | 9% | 4 | ? | 3% | -32%
Cc1ccc(/C=N/Nc2ccc(C(=O)O)cc2)s1 | 50 | -23% | 333%[activator] | 8 | 61%[activator] | -22% | -20%
CCOC(=O)CSc1cc(CS(=O)c2ccc(Cl)cc2)nc(-c2ccccc2)n1 (centres undefined) | -16 | -1% | 0% | 2 | 35%[activator] | 0% | 16%

Screens: PubChem, National Center for Advancing Translational Sciences (NCATS)
